Epigenetic derep: epigenetic control regulation, reporter derepression | murine LDR cells, GFP reporter derepression, 30 h | Potency, µM (top dose mostly 53.9 µM), for inactives: top-dose GFP activation, usual class: activators | 280,000 compounds, 0.2% hits; note: % of control where 0% means no effect; nearly all actives have a fitted effect of over 60% in size
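Reporter derepression read as number of fluorescent GFP-positive objects, 20-120 um in size, counted by laser-scanning cytometer. Mouse LDR line with an epigenetically silenced CMV-GFP locus; compound incubation 30 h, 37 C.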
GAA glycogen: alters human alpha-glucosidase cleavage of glycogen. recombinant GAA, glycogen substrate, Amplex Red glucose oxidase fluorescence. Potency, µM (top dose mostly 76.4 µM), for the others: top-dose activity change, negative = inhibition, usual class: inhibitors. 300,000 compounds, 0.38% hits. AID 2100;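 note: 0% = full enzyme reaction and -100% = no-enzyme basal signal; the screen sought inhibitors and activators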
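Natural-substrate format: glycogen cleavage by 4 nM human enzyme, glucose read by Amplex Red coupling (Ex 573, Em 610 nm). Normalized to enzyme and no-enzyme controls.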
Tau fluor cs: counter-screen for tau fibril formation inhibitors; tau K18 P301L Alexa594 fluorescence, heparin fibrillization; 280,000 compounds, 0.93% hits; Potency, µM (series often up to 57.7 µM), for inactives: top-dose activity change, negative = decrease; note: % is set by controls: 0 for no effect and ±100 for the full control effect; nearly all actives have a fitted effect of over 55% in size
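Human tau K18 P301L (15 uM unlabeled, 0.24 uM Alexa 594-labeled) in 100 mM sodium acetate pH 7 with 20 uM heparin, 6 hr at 37 C. ThT 30 uM added, 1 hr ambient; Alexa 594 FP and total fluorescence read at 555/632 nm.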
Starred values were filed as active, the others as inactive; & = joins results of further samples; [ ] = remark or other dose. Calls come from the whole dose curve; as a rule, active = well fitted curve in the direction sought with a large enough effect; inconclusive = small, poorly fitted or top-dose-only effect, or another doubt; inactive = no such curve, though single readings can be large; an effect the other way counts as inactive or inconclusive. Potency is the fitted concentration of half-maximal effect.

Screening Cc1c(Cl)cccc1NC(=O)c1cc(-c2ccc3c(c2)OCO3)on1 returned Epigenetic derep -0.9%, GAA glycogen 10%[76.3 µM] and Tau fluor cs 11%.
Screening COc1ccccc1-c1nc(SCC(=O)c2ccccc2)n[nH]1 returned Epigenetic derep 5.6%, GAA glycogen -8%[76.3 µM] and Tau fluor cs -19%.
For Cc1cc(C)c2c(NC(=O)c3ccccc3Cl)c(C(=O)NCc3ccc(Cl)cc3)sc2n1 the results were Epigenetic derep -0.2%, GAA glycogen -3%[76.3 µM] and Tau fluor cs -27%.
For Cc1ccc(OCCSc2nnc(-c3cccs3)o2)cc1Cl the results were Epigenetic derep 2.2%, GAA glycogen -20%[76.3 µM] and Tau fluor cs -15%.
For Cc1ccc(-n2nc(C(=O)N(C)c3ccc(C)c(C)c3)c3c4ccccc4n(C)c3c2=O)cc1 the results were Epigenetic derep -0.8%, GAA glycogen 4%[76.3 µM] and Tau fluor cs -8%.
`COc1ccc(-n2nc3cc(C)c(NC(=O)c4ccc(-c5ccc(Cl)cc5)o4)cc3n2)cc1` gave Epigenetic derep -0.5%, GAA glycogen 9%[76.3 µM] and Tau fluor cs 0%.
`O=C(CCCCn1c(=O)c2ccccc2n(CC(=O)Nc2ccccc2)c1=O)NCc1ccccc1Cl` gave Epigenetic derep 0.0%, GAA glycogen 10%[76.3 µM] and Tau fluor cs -3%.
Screening Cc1cccc(CSCCNC(=O)C2CCN(S(=O)(=O)Cc3ccccc3)CC2)c1 returned Epigenetic derep -2.9%, GAA glycogen -8%[76.3 µM] and Tau fluor cs -13%.
For CCC(=O)Nc1cc(-c2nc3cc(C)cc(C)c3o2)ccc1C the results were Epigenetic derep -1.6%, GAA glycogen 16%[76.3 µM] and Tau fluor cs -8%.
For Cc1ccc2oc(C(=O)Nc3cccc(-c4nc5ccccc5s4)c3)c(C)c2c1 the results were Epigenetic derep -1.6%, GAA glycogen 3%[76.3 µM] and Tau fluor cs -28%.
Screening C=CCc1ccc(OCc2ccc(C(=O)Nc3ccc(NC(C)=O)cc3)o2)c(OC)c1 returned Epigenetic derep -1.0%, GAA glycogen 3% and Tau fluor cs inconclusive.
COc1ccc(S(=O)(=O)N2CCCN(CC(=O)Nc3ccc(NC(C)=O)cc3)CC2)cc1 was read as Epigenetic derep 5.4%, GAA glycogen -2%&-9%[76.3 µM] and Tau fluor cs -9%.
Screening CCc1ccc(NC(=O)c2ccc(CN3CC(=O)N4CCCCC4C3=O)cc2)cc1 (centres undefined) returned Epigenetic derep -1.2%, GAA glycogen 8%[76.3 µM] and Tau fluor cs -6%.
Screening O=C(Cn1ncn2c(cc3sccc32)c1=O)NCCc1ccccc1 returned Epigenetic derep 1.1%, GAA glycogen 13%[76.3 µM] and Tau fluor cs -5%.
`COc1ccc2nc(SCC(O)c3cccc(Br)c3)[nH]c2c1` (centres undefined) gave Epigenetic derep -0.9%, GAA glycogen 9%[76.3 µM] and Tau fluor cs inconclusive.
Cc1ccc(N(CC(=O)Nc2ccc(Br)cc2)S(=O)(=O)c2cccs2)cc1 was read as Epigenetic derep 11%, GAA glycogen inconclusive and Tau fluor cs -17%.
`COc1cccc(OCc2cc(=O)n3cc(C)sc3n2)c1` gave Epigenetic derep -1.9%, GAA glycogen 10%[76.3 µM] and Tau fluor cs -6%.
`Cc1ccc(CN(Cc2ccco2)C(=O)COc2ccc(C(C)C)cc2)cc1` gave Epigenetic derep -1.9%, GAA glycogen -10%[76.3 µM] and Tau fluor cs -21%.
`CC(=O)Nc1cccc(-c2nnc(SCC(=O)c3cc([N+](=O)[O-])ccc3Cl)o2)c1` gave Epigenetic derep inconclusive, GAA glycogen -22%[76.3 µM] and Tau fluor cs 20µM*[quencher].
For COc1ccc(-n2nc3cc(C)c(NC(=O)Cc4ccc(Cl)cc4)cc3n2)cc1 the results were Epigenetic derep -1.6%, GAA glycogen -10%[76.3 µM] and Tau fluor cs -14%.
Cc1cccc(-c2nc3ccccc3n2Cc2ccccc2)c1 was read as Epigenetic derep -1.4%, GAA glycogen -10%[76.3 µM] and Tau fluor cs -17%.
`CCOc1ccc(-c2cc(CCCC(=O)NCCc3ccc(OC)c(OC)c3)no2)cc1` gave Epigenetic derep 11%, GAA glycogen inconclusive and Tau fluor cs -14%.
`Cc1cc(C)cc(OCc2cc(=O)n3c4c(sc3n2)CCCC4)c1` gave Epigenetic derep -1.7%, GAA glycogen 3%[76.3 µM] and Tau fluor cs -4%.
`Cc1ccccc1OCc1ccc(-c2nc(C#N)c(N3CCCCC3)o2)o1` gave Epigenetic derep -3.2%, GAA glycogen -5%[76.3 µM] and Tau fluor cs -20%.
Screening CCN(CC)C(=O)c1c(-c2ccccc2)c(-c2ccccc2)nn(C)c1=O returned Epigenetic derep -3.4%, GAA glycogen 10%[76.3 µM] and Tau fluor cs 2%.
`CCn1c(=O)c2sccc2n2c(CCC(=O)Nc3cc(C)cc(C)c3)nnc12` gave Epigenetic derep -0.9%, GAA glycogen 10%[76.3 µM] and Tau fluor cs -4%.
`Cc1ccc(S(=O)(=O)N(CC(=O)Nc2c(C)cccc2C)c2cccc(Cl)c2)cc1` gave Epigenetic derep -1.1%, GAA glycogen -2%[76.3 µM] and Tau fluor cs -16%.
`CC(C)COc1ccc(C(=O)Nc2cc3nn(-c4ccccc4)nc3cc2Cl)cc1` gave Epigenetic derep 14%, GAA glycogen -2%[76.3 µM] and Tau fluor cs -12%.
Screening C#CCn1c(/C=C/c2ccc(Cl)cc2)nc2ccccc21 returned Epigenetic derep -4.0%, GAA glycogen 4%[76.3 µM] and Tau fluor cs inconclusive.
For CCc1ccc(NC(=O)CSc2nc(-c3ccccc3)c(C#N)c(=O)[nH]2)cc1 the results were Epigenetic derep -1.6%, GAA glycogen -3%[76.3 µM] and Tau fluor cs -14%.
For Cc1ccc(CN(Cc2ccco2)C(=O)c2ccc(OCC(C)C)cc2)cc1 the results were Epigenetic derep 0.0%, GAA glycogen -8%[76.3 µM] and Tau fluor cs -8%.
`CCOc1ccc(CCNC(=O)CN2CCN(Cc3ccc(F)cc3Cl)C2=O)cc1OCC` gave Epigenetic derep 1.0%, GAA glycogen 13%[76.3 µM] and Tau fluor cs -10%.
Screening O=C(CC1C(=O)N(c2ccc(F)cc2)C(=O)N1Cc1ccc2c(c1)OCO2)Nc1ccc(F)cc1 (centres undefined) returned Epigenetic derep -2.3%, GAA glycogen 6%[76.3 µM] and Tau fluor cs -24%.
O=C(Cn1ncc2c3ccccc3n(Cc3ccccc3)c2c1=O)NCc1ccccn1 was read as Epigenetic derep -2.3%, GAA glycogen -4%&-13%[76.3 µM] and Tau fluor cs -15%.
COc1ccc(Cn2nnc(C(=O)Nc3cc(OC)ccc3OC)c2N)cc1 was read as Epigenetic derep -1.1%, GAA glycogen -6%[76.3 µM] and Tau fluor cs inconclusive.
`Cc1cc(OC(C)C(=O)N(Cc2ccc(N(C)C)cc2)Cc2ccco2)ccc1Cl` (centres undefined) gave Epigenetic derep -1.9%, GAA glycogen -19%[76.3 µM] and Tau fluor cs -25%.
Cc1ccccc1-c1nc(CS(=O)(=O)CC(=O)Nc2cc(Cl)cc(Cl)c2)c(C)o1 was read as Epigenetic derep 4.4%, GAA glycogen -7%[76.3 µM] and Tau fluor cs -27%.
`COc1ccccc1Nc1c2c(nc3ccc(NC(=O)c4cccc(F)c4)cc13)CCCC2` gave Epigenetic derep -1.1%, GAA glycogen -12%[76.3 µM] and Tau fluor cs inconclusive.
Cc1ccc2oc(C(=O)Nc3ccc(S(=O)(=O)N4CCCC(C)C4)cc3)cc(=O)c2c1 (centres undefined) was read as Epigenetic derep -1.9%, GAA glycogen 15%[76.3 µM] and Tau fluor cs -27%.
For CCCOC(=O)c1cccc(Nc2nc(CCC)cc(=O)[nH]2)c1 the results were Epigenetic derep 0.8%, GAA glycogen -9%[76.3 µM] and Tau fluor cs inconclusive.
For CC1=C(C(=O)N2CCCCC2)C(c2ccc(Cl)cc2)n2c(nc3ccccc32)N1 (centres undefined) the results were Epigenetic derep -0.9%, GAA glycogen -12%[76.3 µM] and Tau fluor cs -13%.
For Cc1oc(C)c2c(=O)cc(-c3ccc4c(c3)OCO4)cc(OC(=O)c3ccccc3Br)c12 the results were Epigenetic derep 0.8%, GAA glycogen -3%[76.3 µM] and Tau fluor cs -23%.
CCn1c2ccccc2c2cc(NC(=O)COc3ccc(C)cc3C)ccc21 was read as Epigenetic derep 1.1%, GAA glycogen -9%[76.3 µM] and Tau fluor cs inconclusive.
For Cc1cc(C)cc(OCC(=O)N(Cc2ccc(Cl)cc2)CC2CCCO2)c1 (centres undefined) the results were Epigenetic derep -3.2%, GAA glycogen -7%[76.3 µM] and Tau fluor cs -15%.
For Cn1nnnc1SCCCNCc1ccccc1OCc1ccccc1Cl the results were Epigenetic derep -3.2%, GAA glycogen -8%[76.3 µM] and Tau fluor cs -7%.
CCOC(=O)c1c(NC(=O)CSc2cn(CCNC(=O)c3ccc(OC)c(OC)c3)c3ccccc23)sc2c1CCC2 was read as Epigenetic derep -2.2%, GAA glycogen 4%[76.3 µM] and Tau fluor cs inconclusive.
O=C(c1ccc2c(c1)N(Cc1ccccc1)C(=O)c1ccccc1S2(=O)=O)N1CCCCCC1 was read as Epigenetic derep -0.3%, GAA glycogen -12%[76.3 µM] and Tau fluor cs -13%.
For O=S(=O)(c1ccc(Cl)cc1)c1nc(-c2ccccc2Br)oc1N1CCOCC1 the results were Epigenetic derep -0.8%, GAA glycogen 10%[76.3 µM] and Tau fluor cs -26%.

Grouped by structure: those above with a thiophene ring, fused or not
For Cc1cc(C)c2c(NC(=O)c3ccccc3Cl)c(C(=O)NCc3ccc(Cl)cc3)sc2n1 the results were Epigenetic derep -0.2%, GAA glycogen -3%[76.3 µM] and Tau fluor cs -27%.
For Cc1ccc(OCCSc2nnc(-c3cccs3)o2)cc1Cl the results were Epigenetic derep 2.2%, GAA glycogen -20%[76.3 µM] and Tau fluor cs -15%.
Screening O=C(Cn1ncn2c(cc3sccc32)c1=O)NCCc1ccccc1 returned Epigenetic derep 1.1%, GAA glycogen 13%[76.3 µM] and Tau fluor cs -5%.
Cc1ccc(N(CC(=O)Nc2ccc(Br)cc2)S(=O)(=O)c2cccs2)cc1 was read as Epigenetic derep 11%, GAA glycogen inconclusive and Tau fluor cs -17%.
`CCn1c(=O)c2sccc2n2c(CCC(=O)Nc3cc(C)cc(C)c3)nnc12` gave Epigenetic derep -0.9%, GAA glycogen 10%[76.3 µM] and Tau fluor cs -4%.
CCOC(=O)c1c(NC(=O)CSc2cn(CCNC(=O)c3ccc(OC)c(OC)c3)c3ccccc23)sc2c1CCC2 was read as Epigenetic derep -2.2%, GAA glycogen 4%[76.3 µM] and Tau fluor cs inconclusive.

(cont.)
`COc1cc(-c2noc(-c3ccc(NCc4ccccc4)c([N+](=O)[O-])c3)n2)cc(OC)c1OC` gave Epigenetic derep -0.9%, GAA glycogen -15%[76.3 µM] and Tau fluor cs -16%.
Screening CCOc1ccc(S(=O)(=O)N2Cc3ccccc3CC2C(=O)Nc2ccc(NC(C)=O)cc2)cc1 (centres undefined) returned Epigenetic derep -1.1%, GAA glycogen -3%[76.3 µM] and Tau fluor cs inconclusive.
For CCc1ccc(S(=O)(=O)c2nnn(-c3cccc(C)c3)c2N)cc1 the results were Epigenetic derep -0.9%, GAA glycogen 5%[76.3 µM] and Tau fluor cs inconclusive.
Screening O=C(Nc1cccc(Cl)c1Cl)c1ccc2c(c1)N(Cc1cccc(Cl)c1)C(=O)c1ccccc1S2(=O)=O returned Epigenetic derep -2.9%, GAA glycogen -11%[76.3 µM] and Tau fluor cs -25%.
Cc1cccc(NC(=O)C(NS(=O)(=O)c2ccc3c(c2)oc(=O)n3C)C(C)C)c1 (centres undefined) was read as Epigenetic derep -1.1%, GAA glycogen -1%[76.3 µM] and Tau fluor cs -9%.
`COc1cc(/C=C(\C#N)c2nc3ccccc3[nH]2)cc(Cl)c1OCc1ccccc1Cl` gave Epigenetic derep 11µM*, GAA glycogen -11%[76.3 µM] and Tau fluor cs inconclusive.
`COc1ccc(S(=O)(=O)c2cn(C)c3cc(N4CCCC4)c(F)cc3c2=O)cc1` gave Epigenetic derep -1.2%, GAA glycogen 0%[76.3 µM] and Tau fluor cs -1%.
For Cc1cccc(NC(=O)c2sc(-n3nc(C)c(CCC(C)C)c3C)nc2C)c1C the results were Epigenetic derep -1.6%, GAA glycogen 14%[76.3 µM] and Tau fluor cs 13%.
For COc1ccc(C(=O)NCc2nnc(SCC(=O)Nc3ccccc3)n2-c2ccc(F)cc2)cc1 the results were Epigenetic derep 2.2%, GAA glycogen -1%[76.3 µM] and Tau fluor cs -12%.
Screening CCCCNC(=O)CCSc1nc(-c2ccc3c(c2)OCO3)cc(C(F)(F)F)n1 returned Epigenetic derep 12%, GAA glycogen 5%[76.3 µM] and Tau fluor cs -5%.
For CCC(=O)NCc1nc2ccccc2n1Cc1ccccc1 the results were Epigenetic derep 1.0%, GAA glycogen 10%[76.3 µM] and Tau fluor cs -7%.

Bioassay records (PubChem)

The list is partial (hit frequency here may not be typical).
